High-throughput results from PubChem.
UPR CHOP act: activators of apoptotic CHOP UPR arm, primary screen, cell-based, CHO-CHOP luciferase reporter, luminescence, uHTS; UPR activation; percent of tunicamycin response over DMSO baseline; activation, % at 10 µM; hit rate 0.34% among 330,000; AID 449763, 2010;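 active = at 10 µM dose, activation of 40% or more, normalized to positive control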;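 also: 100% = tunicamycin at 10 µg/mL and 0% = DMSO alone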
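Assay system: CHO-CHOP cells, stable luciferase reporter of PERK-eIF2a-CHOP signalling / Buffer or medium: F12 plus 10% serum / Compound dosing: one dose, 10 µM in 0.5% DMSO / Times: 6 h compound treatment, 37 °C / Technique: luciferase luminescence / Read-out: % reporter activation, DMSO baseline versus tunicamycin full activation / Benchmarks: tunicamycin and DMSO controls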
Gli-Sufu antag: Gli-Sufu pathway antagonists, primary screen, luciferase luminescence, Sufu-KO-LIGHT cells, uHTS; Sufu-KO-LIGHT fibroblasts, Gli luciferase reporter luminescence; inhibition, % at 5 µM; hit rate 0.74% among 340,000;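 active = inhibition above about 55%, limit read from the data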;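 also: 0% = DMSO-treated cells and 100% = wells with medium but no cells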
697 NFkB inh: inhibitors of PMA/ionomycin-induced NF-kB reporter, 697 cells, primary screen, B-cell NF-kB inhibitor project, cell-based, luminescence, uHTS. 697 B-cell NF-kB luciferase reporter, 16 h. inhibition, % at 4 µM. hit rate 0.33% among 330,000; in the data active = inhibition above about 35%
Jurkat NFkB inh: inhibitors of induced NF-kB luciferase reporter, primary screen, TCR NF-kB activation inhibitor project, cell-based, luminescence, uHTS; hit rate 0.53% among 330,000; inhibition, % at 4 µM; Jurkat, PMA/ionomycin-induced NF-kB luciferase reporter; AID 435003, 2010; in the data active = inhibition above about 50%
UPR XBP1 act: activators of adaptive XBP1 UPR arm, primary screen, cell-based, CHO-XBP1 luciferase reporter, luminescence, uHTS. IRE1-XBP1 UPR activation; percent of tunicamycin response, DMSO as zero. activation, % at 20 µM. hit rate 0.33% among 330,000;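 active = versus positive control, 20 µM dose yields 30% or more activation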;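 also: 100% = tunicamycin at 10 µg/mL and 0% = DMSO only wells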
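assay system = CHO-XBP1 luciferase reporter cells | amount = 1000 cells/well | buffer or medium = F12 plus 10% FBS | compound dosing = single point, 20 µM final compound, 1% DMSO | incubation = 16-18 h cell attachment at 37 °C, then 6 h compound exposure | detection = Steady-Glo luminescence read | controls = tunicamycin 10 µg/mL and vehicle-only wells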
Mdm2 MdmX PPI: inhibitors of human Mdm2-MdmX association, primary screen, cell-based, luminescence, split luciferase, SaOS-2, uHTS. SaOS-2 split-luciferase Mdm2/MdmX complementation. inhibition, % at 8 µM. hit rate 3% among 330,000;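 active = inhibition of at least 50% at 8 µM in the primary screen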
EBI2 antag: EBI2 receptor antagonists, beta-arrestin recruitment, primary screen, cell-based, luminescence, 7a,25-OHC stimulation, uHTS; G-protein coupled receptor 183 (Homo sapiens), P32249; 7a,25-OHC stimulated; inhibition, % at 5 µM; hit rate 0.81% among 360,000; AID 651636, 2012; in the data active = inhibition above about 38%;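 also: enzyme fragment complementation signal reports receptor beta-arrestin coupling in cells; 0% = agonist plus DMSO wells and 100% = wells without agonist; some results beyond the cut were filed as inactive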
Target sequence (P32249 whole entry, looked up, the tested form may be a part): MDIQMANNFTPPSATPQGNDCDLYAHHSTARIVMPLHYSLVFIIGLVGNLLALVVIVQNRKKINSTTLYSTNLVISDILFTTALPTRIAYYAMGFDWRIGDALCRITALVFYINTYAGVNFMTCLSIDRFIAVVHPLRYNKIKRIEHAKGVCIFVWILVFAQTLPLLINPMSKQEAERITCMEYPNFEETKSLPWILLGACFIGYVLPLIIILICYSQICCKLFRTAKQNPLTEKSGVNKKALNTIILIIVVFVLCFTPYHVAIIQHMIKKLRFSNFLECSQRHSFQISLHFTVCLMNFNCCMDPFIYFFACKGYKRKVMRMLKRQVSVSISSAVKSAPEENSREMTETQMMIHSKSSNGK
CXCR6 block: CXCR6 receptor inhibitors, primary screen, cell-based, beta-arrestin, luminescence, CHO-K1 PathHunter, 1536-well | inhibition, % at 20 µM | hit rate 0.36% among 360,000; in the data active = inhibition above about 34%, passing the limit was not always enough;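 also: antagonist mode with CXCL16 agonist at 10 nM final; 0% = 10 nM CXCL16 with DMSO and 100% = unstimulated wells without agonist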
Target sequence (O00574 whole entry, looked up): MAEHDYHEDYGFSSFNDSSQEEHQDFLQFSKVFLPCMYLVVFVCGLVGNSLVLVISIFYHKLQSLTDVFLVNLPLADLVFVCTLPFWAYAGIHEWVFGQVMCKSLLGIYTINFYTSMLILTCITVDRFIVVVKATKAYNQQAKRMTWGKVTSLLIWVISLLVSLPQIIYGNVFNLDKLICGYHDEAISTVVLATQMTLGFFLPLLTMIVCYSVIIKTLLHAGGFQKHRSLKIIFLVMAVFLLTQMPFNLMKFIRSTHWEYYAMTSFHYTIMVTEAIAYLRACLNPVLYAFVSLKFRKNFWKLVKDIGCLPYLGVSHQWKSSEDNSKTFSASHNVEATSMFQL
CCR6 antag: CCR6 receptor antagonists, primary screen, cell-based, CHO-K1, luminescence, beta-arrestin, uHTS; inhibition, % at 20 µM; CHO-K1 CCR6 PathHunter beta-arrestin, CCL20-stimulated; AID 493098, 2011; C-C chemokine receptor type 6 (Homo sapiens), P51684; hit rate 0.49% among 340,000;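 active = compounds whose inhibition of the agonist-driven luminescence signal at 20 µM reaches about 50%, limit read from the data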;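 also: cells stimulated with CCL20 at 14 nM final; plate controls were DMSO with CCL20 for no effect and DMSO without agonist for full effect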
Target sequence (P51684 whole entry, looked up): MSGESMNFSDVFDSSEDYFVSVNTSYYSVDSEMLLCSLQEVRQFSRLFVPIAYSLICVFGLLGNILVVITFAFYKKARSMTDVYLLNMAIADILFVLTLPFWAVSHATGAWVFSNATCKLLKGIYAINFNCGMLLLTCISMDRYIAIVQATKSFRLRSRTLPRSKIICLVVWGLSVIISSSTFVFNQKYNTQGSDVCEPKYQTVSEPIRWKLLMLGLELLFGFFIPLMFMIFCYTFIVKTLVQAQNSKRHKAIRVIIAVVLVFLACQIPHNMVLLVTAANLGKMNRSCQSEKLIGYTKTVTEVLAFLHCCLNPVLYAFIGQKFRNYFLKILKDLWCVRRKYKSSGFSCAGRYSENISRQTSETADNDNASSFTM
* hit, by the source's call; · = no result given.

SMILES	UPR CHOP act	Gli-Sufu antag	697 NFkB inh	Jurkat NFkB inh	UPR XBP1 act	Mdm2 MdmX PPI	EBI2 antag	CXCR6 block	CCR6 antag
O=C(Nc1ccccc1C(=O)N/N=C/c1ccc(F)cc1)c1ccccc1Br	4.9	4	13	-1	-2	5	-11	-5	11
Cc1c(C(=O)N2CCCCC2)c(S(=O)(=O)NCCc2ccc(S(N)(=O)=O)cc2)c(C)n1C	0.6	-9	13	7	-6	22	-3	2	1
Cc1cc(=O)[nH]c(/N=C(\N)Nc2ccc(Oc3ccccc3)cc2)n1	1.7	-1	-50	-7	-1	-10	14	-11	4
CCN(CC(=O)NCc1cccs1)C(=O)c1ccc(Cl)c(Cl)c1	0.3	-4	5	2	-3	-6	11	-5	0
O=C1CCCC2=C1C(c1ccc(O)c(O)c1)Nc1ccc3ncccc3c12 (stereo unspecified)	1.8	-3	-3	-21	-5	-29	-2	9	-2
CCN1C(=O)CCN(C2CCCC2)c2nc(Nc3ccc(C(=O)NC4CCN(C)CC4)cc3OC)ncc21	·	71*	·	·	·	·	26	8	14
O=C(Cc1ccc(NC(=O)C2CCCN(C(=O)C3CCC3)C2)cc1)Nc1cccc(C(=O)N2CCCC2)c1 (stereo unspecified)	·	-2	·	·	·	·	-4	-3	-1
CCOC(=O)c1cnn(Cc2ccccc2Cl)c1N	-4.1	6	11	2	2	-23	-7	3	-20
O=C(CN1CCCN(Cc2ccc(F)cc2Cl)C1=O)NCc1ccccc1	-1.6	-6	14	-15	-3	17	0	5	-22
COC(=O)CCCC(=O)NC1CCCc2c1cnn2-c1ccc(F)cc1F (stereo unspecified)	1.0	-1	-4	1	-1	0	-2	2	4
CCOc1nc(N(C)C)nc(-n2nnc(C(C)=O)c2C)n1	-2.2	4	-14	1	-1	-17	2	2	-7
CCOC(=O)C[N+](C)(C)CCOC1CC2CCC1(C)C2(C)C (stereo unspecified)	-1.7	45	-15	9	-2	22	-4	-1	10
COc1ccc(OC)c(CC(NC(C)=O)C(=O)NC2CCN(c3c(Cc4ccccc4)c(C)nc4ncnn34)CC2)c1 (stereo unspecified)	1.5	6	1	5	-1	16	-4	5	1
N#CC(c1nc2ccccc2nc1OCCO)S(=O)(=O)c1ccccc1 (stereo unspecified)	1.8	5	20	-10	-1	0	3	-12	7
CC(OC(=O)CCc1nc2ccccc2c(=O)[nH]1)C(=O)Nc1cccc(C(F)(F)F)c1 (stereo unspecified)	-1.7	0	9	2	-1	-7	-3	-4	15
Cc1cccc(C)c1NC(=S)N(Cc1ccco1)C1CCN(C(C)C)CC1	-0.9	10	-8	3	-1	-9	-7	-1	7
COC(=O)c1ccc2c(C)c(C3(O)CCCCC3)[nH]c2c1	5.5	-25	-25	1	-1	-12	-22	1	3
O=C(O)C1Nc2c(O)cccc2C2C=CCC12 (stereo unspecified)	-0.8	-2	6	4	0	28	3	-13	-5
N#Cc1c(NC(=O)CCn2cnc3ccccc3c2=O)oc(-c2ccccc2)c1-c1ccccc1	-0.6	8	0	0	-1	4	13	7	26
O=C(CSc1nnc(-c2cccs2)n1Cc1ccco1)c1ccc2c(c1)OCO2	-0.7	1	20	3	-2	23	-12	13	20
CCOC(=O)N1CCN(C2CCCN(C(=O)c3ccccc3SC)C2)CC1 (stereo unspecified)	-2.2	-8	3	-6	-4	18	6	-3	2
NC(=S)NNC(=O)c1ccccc1	-0.5	-10	1	-8	1	-25	0	7	-13
CCOC(=O)C1=C(C)NC2=C(C(=O)CCC2)C1c1ccsc1 (stereo unspecified)	-0.1	·	3	-8	-1	10	·	·	·
Cc1cccc(NC(=S)NNC(=O)c2csc(C(C)C)c2)c1	4.0	-92	-68	-83	-1	-103	5	9	19
Cc1cc(C)c(S(=O)(=O)N2CCN(c3ccc([N+](=O)[O-])c(NCc4ccco4)c3)CC2)c(C)c1	0.3	9	-19	4	-1	-24	14	-4	11
SMILES	UPR CHOP act	Gli-Sufu antag	697 NFkB inh	Jurkat NFkB inh	UPR XBP1 act	Mdm2 MdmX PPI	EBI2 antag	CXCR6 block	CCR6 antag
Cc1cc(N2CCCCC2)nc(SCc2ccc(C#N)cc2)n1	2.5	11	5	0	-1	26	6	-6	10
CCOc1ccc(OCCCC(=O)NCCc2ccc(OC)cc2)cc1	1.2	5	-32	-2	-2	11	7	10	3
Cc1c(NC(=S)NC(=O)c2ccc(Cl)cc2)c(=O)n(-c2ccccc2)n1C	0.1	-4	17	-13	-2	13	-12	-4	6
CCCc1cc(=O)[nH]c2nnc(SCC(=O)Nc3cc(C)on3)n12	0.2	-14	-39	-18	1	21	-14	-2	-5
COc1ccc(OCc2cc(C(=O)NCc3cccc(C)n3)no2)c(Cl)c1	0.7	-31	-50	-23	1	-16	-11	-10	12
Cc1cc(C)cc(NC(=O)CSc2nc3nc(C)cc(C)c3c(=O)[nH]2)c1	0.0	1	-6	-13	-1	48	-3	-2	1
O=C(O)c1ccccc1NC(=S)NC(=O)c1sc2ccccc2c1Cl	2.7	-8	-14	-10	-3	4	-1	0	-9
CCOc1ccc(NC(=O)N(CCCN2CCOCC2)Cc2cccnc2)cc1	-0.8	5	9	8	-3	22	2	-2	-4
O=C(NCCN1CCN(c2ccccc2F)CC1)C1CC(=O)N(C2CCCC2)C1 (stereo unspecified)	-0.4	4	18	15	-2	21	-7	4	-6
CC1CCCCC1NC(=O)CSc1nnc(N)s1 (stereo unspecified)	-0.3	4	0	1	0	23	-11	5	-4
Cc1c(NC(=O)Nc2ccc(Cl)c(Cl)c2)sc(=S)n1C	19	-13	7	20	8	32	-3	-10	38
CC12CCC(C(=O)NCC3CCCO3)(OC1=O)C2(C)C (stereo unspecified)	0.9	-3	6	-3	1	19	-10	-4	2
Cc1ccc2c(Cl)c(Cc3ccccc3)c(=S)[nH]c2n1	·	-6	·	·	·	·	15	6	16
COc1cc(C(=O)N(Cc2ccccn2)CC2CCCO2)cc(OC)c1OC (stereo unspecified)	-0.4	-4	-5	4	0	1	-2	-3	-42
O=C(NCCSc1ccccc1)c1ccco1	9.4	-51	-80	-33	2	-56	-3	3	-8
CCCCC(CC)CNC(=O)c1cc2ccccc2c(=O)o1 (stereo unspecified)	0.5	7	-14	3	0	-17	-5	0	7
COc1ccc(NC(=O)C(F)(F)F)cc1OC	-1.1	-3	2	4	-1	-4	-4	6	-5
O=C1CC(NS(=O)(=O)c2ccc3ccccc3c2)CN1c1ccccc1 (stereo unspecified)	1.1	12	0	7	-1	16	2	3	14
Cc1ccc(S(=O)(=O)CCC(=O)Nc2ccc(S(=O)(=O)N(C)C)cc2)cc1	0.5	·	10	5	1	7	·	·	·
O=S(=O)(Nc1cccnc1Cl)c1ccc(F)cc1	-0.3	-13	23	5	-2	-17	-4	-1	4
COc1cc(S(=O)(=O)N2CCN(C(=O)c3ccccc3)CC2)c(OC)cc1Br	2.3	1	-16	10	-4	8	-4	-4	0
CCOC(=O)c1nn(-c2ccc(Cl)cc2)c2nnc(Cc3ccccc3)c(=O)n12	4.2	3	-8	7	-1	16	-4	-1	8
O=C(c1ccco1)N1CCC(c2nc3c(nnn3Cc3ccc(F)cc3)c(=O)[nH]2)CC1	-0.4	9	-1	16	2	-3	-7	-20	-8
COc1cccc2cc(/C(C)=N/NC(=O)c3ccco3)oc12	1.3	0	14	6	3	7	-3	2	6
COC(=O)CN1C(=O)COc2ccc(S(=O)(=O)N3CCOCC3)cc21	-0.4	-15	5	3	-2	-5	5	-2	-7
SMILES	UPR CHOP act	Gli-Sufu antag	697 NFkB inh	Jurkat NFkB inh	UPR XBP1 act	Mdm2 MdmX PPI	EBI2 antag	CXCR6 block	CCR6 antag
Cc1ccnc(NS(=O)(=O)c2ccc(NC(=O)c3cc(-c4ccc(Br)cc4)nc4ccccc34)cc2)n1	1.8	6	10	7	-2	11	-1	0	24
CCOC(=O)c1c(C)nc2sc(C(=O)Nc3ccc(OC)cc3)c(N)c2c1-c1ccc(OC)cc1	1.0	1	-14	41	0	58*	17	-11	-13
COc1ccc(NC(=O)Nc2cc(C)ccc2F)cc1	3.2	-63	-98	-96	5	-73	7	1	12
Nc1nnc(CC(=O)NCc2ccccc2)s1	-0.6	-4	4	15	4	24	-4	-5	0
Cc1oc2c(c1C(=O)NCCO)CCCC2	-0.6	-8	23	11	-1	14	1	4	-7
Cc1cc(NC(=O)COc2c(C)cccc2C)no1	0.4	2	5	-8	1	-24	-3	-5	16
O=C1CC(C(=O)Nc2ccc(C(=O)O)cc2)C(c2ccccc2)O1 (stereo unspecified)	-0.5	-14	4	-5	-4	2	-5	-10	-4
CCCS(=O)(=O)c1csc(C(=O)OC)c1N	-1.5	4	-4	1	-2	5	0	-13	-8
COc1ccc(OC)c(S(=O)(=O)N2CCCC(C(=O)NC3CC3)C2)c1 (stereo unspecified)	·	-17	·	·	·	·	1	-9	8
Cc1cccc(NC(=O)c2nc[nH]c2C(=O)NCCCCCNC(=O)OC(C)(C)C)c1	4.5	11	-6	-2	0	32	-39	9	9
COCCNC(=O)/C(C#N)=C/c1c(N2CCN(c3ccccc3)CC2)nc2c(C)cccn2c1=O	1.7	4	8	-6	-3	12	1	0	13
COc1ccc(NC(=O)COC(=O)C(CC(C)C)N2C(=O)C3CC=CCC3C2=O)cc1Cl (stereo unspecified)	5.2	-7	1	9	-1	15	-9	-1	11
CCn1c(SCC(=O)N2CCOCC2)nc2oc3c(Cl)cc(Cl)cc3c(=O)c2c1=O	18	·	-44	17	-1	45	·	·	·
CCc1sc(NC(=O)CCC(=O)O)nc1-c1cc2ccccc2oc1=O	0.4	-3	2	8	7	6	-11	-9	3
CCOc1ccc(S(=O)(=O)N2CCN(C(=O)COc3ccc(Br)cc3)CC2)cc1	1.4	-7	-7	14	-5	24	88*	-2	22
CC(C)(C)NC(=O)NC(=O)Cn1ccsc1=N	1.8	-4	7	11	1	-15	-7	-7	1
CC(NC(=O)Cc1ccccc1)C(=O)O (stereo unspecified)	-0.5	-12	4	-13	-4	12	-13	1	-4

Reprinted at random: 2 entries already listed
SMILES	UPR CHOP act	Gli-Sufu antag	697 NFkB inh	Jurkat NFkB inh	UPR XBP1 act	Mdm2 MdmX PPI	EBI2 antag	CXCR6 block	CCR6 antag
Cc1cccc(NC(=O)c2nc[nH]c2C(=O)NCCCCCNC(=O)OC(C)(C)C)c1	4.5	11	-6	-2	0	32	-39	9	9
CCn1c(SCC(=O)N2CCOCC2)nc2oc3c(Cl)cc(Cl)cc3c(=O)c2c1=O	18	·	-44	17	-1	45	·	·	·

Full records from above.
CCCS(=O)(=O)c1csc(C(=O)OC)c1N reads UPR CHOP act = -1.5; Gli-Sufu antag = 4; 697 NFkB inh = -4; Jurkat NFkB inh = 1; UPR XBP1 act = -2; Mdm2 MdmX PPI = 5; EBI2 antag = 0; CXCR6 block = -13; CCR6 antag = -8
COCCNC(=O)/C(C#N)=C/c1c(N2CCN(c3ccccc3)CC2)nc2c(C)cccn2c1=O reads UPR CHOP act = 1.7; Gli-Sufu antag = 4; 697 NFkB inh = 8; Jurkat NFkB inh = -6; UPR XBP1 act = -3; Mdm2 MdmX PPI = 12; EBI2 antag = 1; CXCR6 block = 0; CCR6 antag = 13
